Screening results deposited in PubChem BioAssay by several laboratories.
S1P4 antag – S1P4 receptor antagonists, primary screen, cell-based. Sphingosine 1-phosphate receptor 4 (Homo sapiens), O95977. S1P4-expressing cells, antagonist mode, reporter read-out. inhibition, % at 4.98 µM. 0.26% of 220,000 active. AID 1510, 2009; in the data active means inhibition above about 29%;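 further: 0% = wells stimulated with agonist and 100% = vehicle wells without agonist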
Ba/F3 V617F tox – reduced viability of JAK2V617F-dependent Ba/F3 cells, primary screen, JAK2V617F inhibitor project, cell-based, Ba/F3 EpoR-JAK2V617F, luminescence; ATP luminescence; inhibition, % at 5.6 µM; 1.1% of 220,000 active; AID 1446, 2008;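 active means inhibition above the campaign mean plus 3 SD over all tested compounds, cut at about 24% in these data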;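 further: cytokine-independent growth of Ba/F3 cells driven by EpoR plus mutant JAK2; 0% = DMSO-treated cells and 100% = JAK inhibitor I control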
NPY-Y1 antag – NPY-Y1 receptor antagonists, primary screen, cell-based; HEK293-CNG Y1 cells, membrane potential fluorescence; NPY at EC95, then isoproterenol; inhibition, % at 3.6 µM; 1% of 200,000 active; AID 1040, 2008;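 active means inhibition above the campaign mean inhibition of all tested compounds plus 3 SD, cut at about 20% in these data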;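 further: 0% = DMSO wells given NPY plus isoproterenol and 100% = isoproterenol alone without NPY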
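material = HEK293 cells with Y1 receptor plus CNG channel | also added = NPY 25 nM then isoproterenol 1 µM plus Ro 20-1724 25 µM | schedule = dye 3 h, compound 60 min room temperature, stimulation 45 min | measured by = membrane potential fluorescence | benchmarks = high control isoproterenol alone, low control NPY with isoproterenol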
NPY-Y1 PAM-ag – NPY-Y1 receptor potentiators or agonists, primary screen, cell-based | NPY-Y1 expressing cells, potentiator/agonist activation | AID 1304, 2008 | 0.37% of 220,000 active | activation, % at 3.6 µM; in the data active means activation above about 33%, passing the limit was not always enough;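 further: cells stimulated with NPY at EC10 then isoproterenol at EC100; 0% = low agonist plus stimulus and 100% = saturating agonist plus stimulus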
NPY2 pot ag – NPY-Y2 potentiators or agonists, primary screen, cell-based. AID 1359, 2008. cells expressing NPY-Y2, potentiator/agonist read-out. activation, % at 3.6 µM. Neuropeptide Y receptor type 2 (Homo sapiens), P49146. 0.45% of 220,000 active; in the data active means activation above about 27%;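 further: cells stimulated with NPY near EC25 plus isoproterenol at EC100; 0% = vehicle plus submaximal agonist and 100% = vehicle plus saturating agonist; some results beyond the cut were filed as inactive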
Target sequence (P49146 whole entry, looked up): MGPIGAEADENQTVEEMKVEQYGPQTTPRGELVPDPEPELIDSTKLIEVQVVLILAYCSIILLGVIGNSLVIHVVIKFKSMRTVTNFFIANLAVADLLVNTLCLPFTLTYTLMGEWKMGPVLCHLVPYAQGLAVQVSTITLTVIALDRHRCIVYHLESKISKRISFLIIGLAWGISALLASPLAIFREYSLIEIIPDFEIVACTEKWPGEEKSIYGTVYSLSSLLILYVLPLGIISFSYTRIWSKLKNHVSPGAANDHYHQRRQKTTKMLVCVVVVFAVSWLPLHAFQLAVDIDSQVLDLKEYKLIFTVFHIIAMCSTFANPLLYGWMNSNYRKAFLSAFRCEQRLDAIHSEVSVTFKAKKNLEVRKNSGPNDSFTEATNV
BaF3 tox – parental Ba/F3 cell viability inhibition, counter-screen for JAK2V617F inhibitor project, murine pro-B, CellTiter-Glo luminescence; inhibition, % at 5.6 µM; CellTiter-Glo ATP luminescence; 1.1% of 220,000 active;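 active means inhibition above a per-campaign cutoff, the mean inhibition of all tested compounds plus 3 SD, cut at about 27% in these data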;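 further: 0% = DMSO wells and 100% = JAK Inhibitor I control wells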
Runt-CBFb FRET – inhibitors of RUNX1 Runt–CBFb binding, primary screen, biochemical, FRET, Cerulean-Runt, Venus-CBFb, uHTS. Cerulean-Runt/Venus-CBFb FRET ratio 530/480, 1 h. inhibition, % at 20 µM. 0.46% of 220,000 active. AID 1496, 2009;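 active means inhibition over about 50% at 20 µM in the single-dose screen, limit read from the data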;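 further: 0% = DMSO wells and 100% = excess unlabeled CBFb competitor control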
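test system = Cerulean-Runt domain fusion protein, energy donor | probe or stimulus = Venus-CBFb binding partner, 100 nM | incubation = two 1 h room-temperature incubations shielded from light | detection = fluorescence energy transfer, 422 nm excitation, 530/480 nm emission | measure = loss of energy transfer signal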
S1P4 ag – S1P4 receptor agonists, primary screen, cell-based. Sphingosine 1-phosphate receptor 4 (Homo sapiens), O95977. S1P4-expressing cell line, agonist reporter assay. activation, % at 4.98 µM. 0.35% of 220,000 active. AID 1509, 2009; in the data active means activation above about 11%;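 further: 0% = DMSO vehicle and 100% = reference agonist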
RBBP9 inhibitor – human RBBP9 inhibitors, primary screen, biochemical, fluorescence polarization, FP-Rh probe, HTS | recombinant RBBP9 | inhibition, % at 7.94 µM | Serine hydrolase RBBP9 (Homo sapiens), O75884 | 0.2% of 220,000 active | AID 1515, 2009;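 active means inhibition above the campaign mean of all tested compounds plus 3 SD, cut at about 14% in these data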;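 further: plate controls were DMSO wells with RBBP9 for no effect and wells lacking RBBP9 protein for full effect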
Target sequence (O75884 whole entry, looked up): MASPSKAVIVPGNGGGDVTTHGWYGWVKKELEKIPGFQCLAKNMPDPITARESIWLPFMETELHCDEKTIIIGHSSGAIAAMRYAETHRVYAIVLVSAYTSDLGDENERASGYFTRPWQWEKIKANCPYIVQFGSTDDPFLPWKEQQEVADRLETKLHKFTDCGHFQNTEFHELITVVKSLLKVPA
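System: RBBP9 protein / Buffer or medium: Tris/NaCl buffer pH 8.0 with 0.1% Pluronic / Probe or stimulus: Serine-hydrolase probe FP-Rh, 375 nM pre-mixing / Dosing: 7.94 µM single dose, 0.794% DMSO / Times: enzyme-compound preincubation 30 min, then probe labeling 45 min, 25 °C / Technique: fluorescence polarization (mP), excitation 525 nm, emission 598 nm / Replication: singlicate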
Active calls of the source: *; . = not tested or not shown.

SMILES	S1P4 antag	Ba/F3 V617F tox	NPY-Y1 antag	NPY-Y1 PAM-ag	NPY2 pot ag	BaF3 tox	Runt-CBFb FRET	S1P4 ag	RBBP9 inhibitor
COc1ccc(-c2ccc(-c3noc(-c4ccccc4)n3)c(OC)n2)cc1	-6	1	11	-13	-10	10	6	1.0	-8
CCN1CCN(CC(=O)Nc2cccc(C)c2)C(=O)C1=O	-6	0	0	9	-7	8	.	-2.7	-3
CC(C)NS(=O)(=O)c1ccc(OCC(=O)NCc2ccco2)cc1	-3	5	7	-1	-6	2	-1	-0.4	-11
CC(C)Oc1ccccc1OCCN(C)C	-7	-2	4	-7	6	5	-2	0.2	-1
O=C(NC1CCCC1)C1CCN(c2nccs2)CC1	-4	1	-2	-27	-17	-1	0	-1.7	-6
Cc1ccc(S(=O)(=O)N2CCOCC2)cc1C(=O)NCc1cccs1	-19	1	1	-7	11	6	1	-0.2	-5
CC(=O)N(C(C)=O)S(=O)(=O)c1ccc(N=NN2CCOCC2)cc1	-23	-1	2	-9	6	4	1	1.5	1
CC1CN(C)C(C)CC1NCc1ccc2c(c1)OCO2 (configuration not stated)	-19	1	18	-19	0	7	0	-2.3	-9
Cc1ccc(N(Cc2ccc([N+](=O)[O-])cc2)C(=O)c2ccco2)cc1C	-10	-3	11	-1	10	2	-2	0.9	-2
Cc1ccc(Nc2cc(C)nc3nnnn23)cc1	-13	0	3	-5	0	9	-2	1.2	-9
CC1(C)C2CCC(C2)C1(C)NC(=O)C[N+](C)(C)C (configuration not stated)	9	-2	.	10	5	-4	2	0.3	-3
CCOC(=O)/C(C#N)=N/Nc1ccccc1OC	3	5	2	-30	-13	9	-56	9.5	-7
Cc1ccc(-c2cc(C(=O)Nc3ccc4c(c3)OCCO4)c3ccccc3n2)cc1	-4	1	18	-79	-81	1	0	-0.2	0
COCCN(C(=O)Nc1ccc(OC)cc1OC)C1CCN(C(C)C)CC1	-17	-2	-2	-4	14	3	0	-0.7	-5
COc1ccccc1CNCc1cccc(Oc2ccccc2)c1	11	3	13	-10	-11	7	0	-1.1	-10
CN(Cc1ccccc1)C(=S)NC(=O)c1ccc(-c2ccccc2)cc1	-14	3	5	-2	7	6	2	1.5	-6
CCCc1ccc(-c2ccc(C(=O)O)cc2)nc1	-11	-2	5	3	5	3	1	-0.9	-8
COc1cc(NC(=S)NC2CC(C)(C)NC(C)(C)C2)cc(OC)c1	-7	-4	-3	24	-1	16	.	1.0	-4
Cc1ccc2[nH]c3c(=O)n(N)c(C)nc3c2c1	1	7	-5	-3	-1	9	1	0.4	0
O=C(Cn1cc(C(F)(F)F)ccc1=O)N/N=C/c1ccc(Cl)cc1Cl	-25	-1	-2	2	8	2	-3	2.2	5
CCOC(=O)c1c(NC(=O)CSc2nnc(C)s2)sc2c1CCC(C)C2 (configuration not stated)	-7	-4	5	-19	8	0	-11	-0.3	7
Cc1ccc(OC/C(O)=C(\C#N)c2nc3ccccc3s2)cc1	-6	-2	8	-3	8	2	2	2.5	-7
Cc1ccc(C(=O)Nc2nc(-c3ccccn3)cs2)o1	-6	-2	.	-10	0	1	10	1.7	-2
Cc1ccccc1NC(=O)Nc1ccccc1C(=O)NCc1ccccc1	-12	-3	-3	-22	-22	3	-1	-0.5	-1
O=C(O)c1cccc(NC(=O)c2cc(-c3cccc(Cl)c3)nc3ccccc23)c1	-6	3	-1	2	-3	9	1	-0.9	-4
O=C(O)C1CCCCC1C(=O)Nc1nccs1 (configuration not stated)	2	4	1	-4	-6	6	-1	-0.1	-2
Cc1nn(-c2ccccc2)c(Cl)c1/C=N/NC(=O)c1cccnc1	0	1	5	-19	-9	5	-1	0.9	-6
CCOc1cc(C(=O)Nc2ccc3c(c2)OCO3)ccc1OCCOc1ccccc1Cl	-14	-1	-3	17	-1	4	0	0.0	6
Cc1ccc(OCc2nnc(SC3CCc4ccccc4C3=O)n2C)cc1 (configuration not stated)	-13	-3	3	2	-13	3	9	0.2	-7
Cc1ccc(C(=O)N(CC(=O)NC2CCCC2)Cc2cccs2)s1	0	1	4	-4	-1	0	0	0.6	-3
CN(C)c1ncnc2c1ncn2C1OC(CO)C(O)C1O (configuration not stated)	26	8	-2	9	-2	13	1	-8.2	0
CC(=O)NC1=NN(C(C)=O)C(c2sccc2C)S1 (configuration not stated)	-17	2	0	0	3	3	0	0.2	13
CCC(OC(=O)CC1Sc2ccccc2NC1=O)C(=O)NCC1CCCO1 (configuration not stated)	-10	-1	-2	13	9	-1	2	-0.4	-5
O=c1oc2ccccc2c(Nc2cc3ccccc3cc2O)c1[N+](=O)[O-]	-17	-5	7	7	9	0	6	-1.6	-5
Cc1ccc(C(c2nnnn2C2CCCCC2)N(C)C2CCCCC2)cc1 (configuration not stated)	8	-4	4	-35	1	1	-4	-2.1	1
COc1ccc(-c2nc(CC(=O)O)cs2)cc1OC	-5	-2	0	-7	3	4	-1	-0.8	2
Cc1cc(NC(=O)CSc2nnc(C3CC3)n2N)no1	-4	-6	3	-5	3	-3	-2	1.1	-5
CSC1=NC(C(Cl)(Cl)Cl)N=C(c2ccc(C)cc2)N1 (configuration not stated)	-17	83*	5	0	-6	64*	3	2.0	-6
COc1ccccc1OCC(=O)Nc1nc(-c2ccc(S(=O)(=O)N3CCOCC3)cc2)cs1	-16	-4	0	-24	-17	1	.	-1.0	-15
O=S1(=O)N=C2CCCCCN2C(c2ccc(F)cc2)N1 (configuration not stated)	-25	5	-2	1	-5	3	2	-1.0	-12
CN1C(=O)CSc2ccc(NC(=O)NCc3ccc(F)cc3)cc21	-9	-1	-4	-4	-2	4	0	-1.5	-5
CCOC(=O)c1[nH]c(C)c(C(=O)OCC(=O)Nc2sc3c(c2C#N)CCCCC3)c1C	-15	0	6	0	5	2	-1	1.0	-12
O=C(NC(NC(=S)Nc1ccccc1C(=O)O)C(Cl)(Cl)Cl)c1cccc([N+](=O)[O-])c1 (configuration not stated)	-12	-1	0	3	11	6	.	-0.4	-4
Cc1ccc2cccc(OCC(=O)Nc3ccc4c(c3)OCO4)c2n1	-9	2	-4	-23	-27	10	1	-0.3	-1
Cc1nc2sc(C(=O)OCC(=O)N3c4ccccc4CC3C)c(C)c2c(=O)[nH]1 (configuration not stated)	1	1	0	-1	1	3	-5	0.6	-5
COc1cc(NC(=O)c2cc3c(Cl)nc4ccccc4c3s2)cc(OC)c1OC	-23	-3	3	-32	6	-2	2	4.4	-15
CCN(CC)S(=O)(=O)c1ccc2c(c1)nc(CCC(=O)OCC(=O)Nc1cc(OC)cc(OC)c1)n2C	-11	1	0	-22	-7	8	-7	-0.1	-8
CN(Cc1nc2ccccc2n1C)C(=O)c1cccs1	-3	-1	-2	-11	21	3	-1	-0.6	-2
COc1ccc(C(=O)N2CCCC(c3ccccc3)C2)cc1 (configuration not stated)	1	3	0	1	-3	4	-2	0.9	-8
COC(=O)CSc1ccc2nnc(-c3ccc(OC)c(OC)c3)n2n1	-9	-3	0	-12	13	-1	1	-0.7	-4

Next section
SMILES	S1P4 antag	Ba/F3 V617F tox	NPY-Y1 antag	NPY-Y1 PAM-ag	NPY2 pot ag	BaF3 tox	Runt-CBFb FRET	S1P4 ag	RBBP9 inhibitor
O=C(NCc1ccccc1)C(c1ccc(F)cc1)N(Cc1ccco1)C(=O)c1ccccn1 (configuration not stated)	-4	1	3	-2	-19	9	-4	40*	-2
CCCCCC(=O)N1CCN(CCN=CC2=C(O)CC(c3cccs3)CC2=O)CC1 (configuration not stated)	9	0	1	-21	-4	4	2	0.1	-12
N#Cc1cc2ccccc2nc1N	-21	6	-5	-6	-6	10	8	0.3	-3
CCN(CC)C(=O)C1CCN(c2ncnc3c2cnn3-c2ccc(C)cc2C)CC1	14	-3	0	-16	-21	5	.	-1.0	-5
Cn1c(=O)c2[nH]c(N/N=C(/C#N)C(N)=O)nc2n(C)c1=O	7	3	.	-9	-7	1	2	-1.3	5
O=C(Nc1nnc(SCc2ccccc2F)s1)c1ccco1	-2	-1	-4	4	1	4	0	3.5	-1
